RT RNaseH block: HIV-1 RT RNase H inhibitors, primary screen, biochemical, fluorescence | inhibition, % at 10 µM | Gag-Pol polyprotein (Human immunodeficiency virus type 1 group M subtype B (isolate … | AID 565, 2006 | RT-RNase H RNA/DNA duplex cleavage | hit rate 1.9% among 65,000; in the data active = inhibition above about 50%
RmlC RmlD mix: RmlC and RmlD coupled enzyme inhibitors, primary screen, biochemical, 384-well, compound mixtures, retest; RmlC/RmlD coupled enzyme inhibition, 384-well mixture HTS; hit rate 0.39% among 110,000; inhibition, % at 5.5 µM; AID 1532, 2009; in the data active = inhibition above about 30%, passing the limit was not always enough; note: strong numbers were not always called active
* hit, by the source's call; & = joins results of further samples.

For CCSc1ncccc1-c1nc2ccccc2[nH]1 the results were RmlC RmlD mix 1.
`C#CCOCCOCCOCCNc1nc(N2CCOCC2)nc(N2CCN(C(=O)[C@H]([C@@H](C)CC)n3cc([C@@H](N)CC(C)C)nn3)CC2)n1` gave RmlC RmlD mix -7.
`CC(/C=N/N1CCN(c2ccccc2)CC1)=C\c1ccco1` gave RmlC RmlD mix -3.
For CCN=c1sc(C(=O)NCCc2ccccc2)cc(=O)n1CC the results were RT RNaseH block 2 and RmlC RmlD mix 2.
`COC(=O)CN(c1ccc(C)cc1)S(=O)(=O)c1c(C)[nH]c(=O)[nH]c1=O` gave RmlC RmlD mix -11.
Screening O=C(NCCSc1ccc(Cl)cc1)c1ccco1 returned RmlC RmlD mix 3.
Screening Cn1cccc1Cc1nnc(SCC(=O)N2CCCC2)n1CCc1ccccc1 returned RT RNaseH block -12 and RmlC RmlD mix -12.
`CC(NC(=O)C1CCCCC1)C(c1cccs1)N1CCOCC1` (stereo not given) gave RT RNaseH block -1 and RmlC RmlD mix -12.
Screening c1ccc(Nc2nc(N3CCCCC3)nc(N3CCNCC3)n2)cc1 returned RT RNaseH block -6 and RmlC RmlD mix 2.
`CCN(CC)CCn1c(SCC(=O)NCc2ccco2)nc2c(sc3ccccc32)c1=O` gave RT RNaseH block 0 and RmlC RmlD mix 12.
`COc1ccccc1N(C)S(=O)(=O)c1ccc(C(=O)N2CCC(C(N)=O)CC2)cc1` gave RmlC RmlD mix -13.
COc1ccc(NC(=O)c2cncc(Br)c2)c(S(=O)(=O)N2CCOCC2)c1 was read as RT RNaseH block 7 and RmlC RmlD mix 14.
`Cc1cc(C)cc(N2C(=O)CC(Sc3nnnn3-c3ccccc3)C2=O)c1` (stereo not given) gave RmlC RmlD mix 6.
Screening Cc1cccc(-c2c3c(=O)n(C)c(=O)n(C)c3cn2-c2ccccc2O)c1 returned RT RNaseH block 11 and RmlC RmlD mix -10.
O=C1CC(NCc2ccc3c(c2)OCO3)C(=O)N1CCc1ccccc1 (stereo not given) was read as RT RNaseH block -6 and RmlC RmlD mix -10.
`CC(C)COc1ccc(C(=O)NCc2ccco2)cc1` gave RT RNaseH block 6 and RmlC RmlD mix 1.
Screening CN(C)c1ccc(C2=NOC(CN3C(=O)c4ccccc4S3(=O)=O)C2)cc1 (stereo not given) returned RT RNaseH block -6 and RmlC RmlD mix 10.
For CC(C)(C)c1cc(NCCCn2ccnc2)n2ncc(-c3ccc(Cl)cc3)c2n1 the results were RmlC RmlD mix -67.
Screening O=C1CCC(=O)N1CN(C(=O)c1ccco1)c1ccccc1 returned RT RNaseH block -8 and RmlC RmlD mix 6.
Screening CCOC(=O)c1c(C)nc(C)c(C(=O)OCC)c1-c1ccc(OC)cc1 returned RmlC RmlD mix -11.
CC(C)C(=O)Nc1ccc(Nc2ccccc2)cc1 was read as RT RNaseH block 1 and RmlC RmlD mix 7.
C#CCNC(=O)C1=C[C@H](c2ccc(Br)cc2)[C@@H](CCCO)[C@H](OCC)O1 was read as RmlC RmlD mix -11.
`O=C(O)Cn1cc(C(=O)C2CC2)c2ccccc21` gave RT RNaseH block -3 and RmlC RmlD mix -4.
`O=C(Cc1c(F)cccc1Cl)Nc1ccon1` gave RT RNaseH block 2 and RmlC RmlD mix -8.
Screening COc1ccc(Br)cc1/C=N/NC(=O)c1nc(-c2ccccc2)n2c1CCCCC2 returned RmlC RmlD mix -13.
Screening CC1(C)C(=O)Nc2ccccc2N1C(=O)COC(=O)Cn1cnc2ccccc2c1=O returned RT RNaseH block -11 and RmlC RmlD mix 8.
`CC1(C)Oc2ccc(C(=O)NC3CC3)cc2N(CC(=O)N2CCOCC2)C1=O` gave RT RNaseH block -23 and RmlC RmlD mix 4.
`COc1cccc(OCCn2ccnc2)c1` gave RT RNaseH block 1 and RmlC RmlD mix 2.
For O=c1oc(-c2cccs2)nc2ccccc12 the results were RmlC RmlD mix 12.
`COc1ccc(S(=O)(=O)Nc2ccc3c(c2)OCO3)cc1OC` gave RT RNaseH block -5 and RmlC RmlD mix -7.
For O=C(NC(C(=O)NCCN1CCOCC1)C12CC3CC(CC(C3)C1)C2)C1CCCCC1 (stereo not given) the results were RmlC RmlD mix -12.
Screening Cc1ccc(-c2csc3nnc(SCC(=O)Nc4nsc(-c5ccccc5)n4)n23)cc1 returned RT RNaseH block -75 and RmlC RmlD mix -8.
Cc1cc(C)nc(NC(=O)CN2C(=O)c3ccccc3C2=O)n1 was read as RT RNaseH block -1 and RmlC RmlD mix 5.
`COc1cc(NC(=O)c2ccccc2)c(OC)cc1NC(=O)CN1CCCCC1` gave RmlC RmlD mix -10.
For O=C(CSc1ncc(C(F)(F)F)cc1Cl)N1CCN(S(=O)(=O)c2ccc3ccccc3c2)CC1 the results were RmlC RmlD mix 3.
CSc1nc(-c2ccccc2)nc2[nH]ccc(=O)c12 was read as RT RNaseH block 6.
`CN1C(=O)c2ccccc2C(C(=O)NCCCN2CCCC2)C1c1c[nH]c2ccccc12` (stereo not given) gave RT RNaseH block -1 and RmlC RmlD mix 21.
`Clc1cccc(Cl)c1CSc1cc2c(nn1)-c1ccccc1CC2` gave RmlC RmlD mix 6.
For Cc1ccc(CCNC(=O)C2CCC(CNc3c(N4CCC(C)CC4)c(=O)c3=O)CC2)cc1 (stereo not given) the results were RmlC RmlD mix -2.
Screening O=C(NNC(=O)c1ccccc1Cl)c1cccs1 returned RmlC RmlD mix -11.
`OC(COc1cccc(OCC(O)CN2CCOCC2)c1)CN1CCOCC1` (stereo not given) gave RT RNaseH block -5&-4 and RmlC RmlD mix 17.
For CCCCNc1ccncc1S(=O)(=O)NC(=O)NC(C)C the results were RmlC RmlD mix -14.
`Cc1cc(NC(=O)CSc2ccc3ccccc3c2)no1` gave RmlC RmlD mix -5.
Screening CCOCCn1c(CN(C)Cc2ccccc2)nc2c1c(=O)n(C)c(=O)n2C returned RT RNaseH block -5.
Screening COc1ccc(S(=O)(=O)N(C)CC(=O)NC2CCCC2)cc1Cl returned RT RNaseH block -2 and RmlC RmlD mix -12.
For C#CC(C)(C)NC(=O)c1ccccc1OC the results were RT RNaseH block -8 and RmlC RmlD mix -5.
Screening Cc1ccc(OCC(=O)Nc2cc(-c3nn4c(C)nnc4s3)ccc2C)cc1 returned RT RNaseH block 1.
Screening CN1CCCc2cc3c(C(F)(F)F)cc(=O)oc3nc21 returned RT RNaseH block -27.
For CC(NC(=O)NC1CCCCC1)C(c1cccs1)N1CCN(Cc2ccccc2)CC1 (stereo not given) the results were RmlC RmlD mix -9.
Screening CCOC(=O)c1cc(C(=O)OCC)c2cccc(C)n2c1=O returned RmlC RmlD mix -2.
Cc1cc(C(=O)NCCC2=CCCCC2)c(C)o1 was read as RT RNaseH block -21 and RmlC RmlD mix 1.
`Cc1cc2ccccc2n1CCNC(=O)C(C)C` gave RT RNaseH block -1 and RmlC RmlD mix -11.
`Cn1c(NCc2ccco2)nc2c1c(=O)n(Cc1ccc(Cl)cc1Cl)c(=O)n2C` gave RT RNaseH block -8 and RmlC RmlD mix -7.
For Cn1c(=O)c(=O)n(C)c2cc(S(=O)(=O)NCCc3ccccc3)ccc21 the results were RT RNaseH block -7 and RmlC RmlD mix 44.
Screening CCOc1ccc2nc(Nc3nc(CSc4nnnn4-c4ccccc4)cc(=O)[nH]3)nc(C)c2c1 returned RmlC RmlD mix -3.
COc1ccc(-c2c3c(=O)n(C)c(=O)n(C)c3cn2C2CCCCC2)cc1 was read as RT RNaseH block -3 and RmlC RmlD mix 5.
Screening O=C(NCc1cccnc1)C1CC(=O)N(c2ccc(Cl)cc2)C1 (stereo not given) returned RT RNaseH block 2 and RmlC RmlD mix -17.
Screening Cc1[nH]nc2c1C(CCc1ccccc1)C(C#N)=C(N)O2 (stereo not given) returned RT RNaseH block -30 and RmlC RmlD mix -7.
`CC(=O)Cc1nsc(NC(=O)c2ccc(COc3ccccc3)o2)n1` gave RT RNaseH block 9 and RmlC RmlD mix 11.
O=C(Nc1ccc(S(=O)(=O)Nc2ccccc2)cc1)C1COc2ccccc2O1 (stereo not given) was read as RmlC RmlD mix -13.
For CC1=NN(c2ccccc2)C(=O)/C1=C\c1c(C)[nH]n(-c2ccccc2)c1=O the results were RmlC RmlD mix 12.
Screening CNc1nc(Oc2ccc(C(=O)OC)cc2)nc(SC)n1 returned RmlC RmlD mix 0.
`OCCSc1nncn1/N=C/c1c[nH]c2ccccc12` gave RT RNaseH block -7 and RmlC RmlD mix 10.
COc1ccccc1NC(=O)N1CCc2[nH]c3ccc(Cl)cc3c2C1 was read as RT RNaseH block -2 and RmlC RmlD mix -10.
Screening Cc1ccc(OCC(O)CN2CCN(Cc3ccc4c(c3)OCO4)CC2)c(C)c1 (stereo not given) returned RT RNaseH block 7 and RmlC RmlD mix -15.
CSCCC(NC(=O)c1cc(CC(C)C)oc1C)C(=O)O (stereo not given) was read as RT RNaseH block 9.
For CCCCN1C(=O)C2(NNc3ccccc3O2)c2ccccc21 (stereo not given) the results were RmlC RmlD mix 11.
`C=CCn1c(SCC(=O)N2CCN(c3ccccc3)CC2)nnc1-c1ccco1` gave RmlC RmlD mix -8.
COc1ccc(OC)c(CN2CCN(C(=O)c3cccs3)CC2)c1 was read as RT RNaseH block 27 and RmlC RmlD mix 4.
Oc1ccc(-c2nc3cnccn3c2Nc2ccc3c(c2)OCCO3)cc1 was read as RT RNaseH block -36.
`CCC(=O)c1c(O)n(C2CCCCCC2)c(=O)[nH]c1=O` gave RT RNaseH block -11 and RmlC RmlD mix -12.
Nc1c(C(=O)N2CCOCC2)sc(=S)n1-c1ccccc1 was read as RT RNaseH block 95* and RmlC RmlD mix 3.
Fc1ccc(NCc2ccccc2F)cc1Cl was read as RmlC RmlD mix 12.
`O=C(Nc1ccc2oc(=O)ccc2c1)c1cc2ccccc2o1` gave RmlC RmlD mix 6.
For CCC(Sc1nccn1C)C(=O)Nc1nnc(C)s1 (stereo not given) the results were RT RNaseH block -4 and RmlC RmlD mix -11.
For Cc1ccc(C)c(/C(O)=C2\C(=O)C(=O)N(CCCN3CCOCC3)C2c2cccnc2)c1 (stereo not given) the results were RT RNaseH block 3 and RmlC RmlD mix 9.
Screening COc1ccc(Oc2nccc(-c3ccc(F)cc3)c2C#N)cc1 returned RmlC RmlD mix 7.
Screening CCCCOc1ccc2c(C)cc(=O)oc2c1OCCCC returned RmlC RmlD mix -5.
For CCc1ccccc1NC(=O)N[C@@H](C)C(=O)O the results were RT RNaseH block -12 and RmlC RmlD mix -11.
For O=[N+]([O-])c1ccc(N2CCOCC2)cc1NCc1ccccc1 the results were RmlC RmlD mix 8.
Cc1csc(NC(=O)c2cnc3ccccn3c2=O)n1 was read as RT RNaseH block -12.
COc1ccc(CCN2CC(C(=O)O)CC2=O)cc1 (stereo not given) was read as RT RNaseH block 0 and RmlC RmlD mix -6.
`Cc1cc(C)cc(SCc2noc(C(=O)NCc3ccccc3)c2C(=O)NCc2ccccc2)c1` gave RmlC RmlD mix 4.
For CC1(C)CC(=O)c2sc(NC(=O)CN3CCOCC3)nc2C1 the results were RT RNaseH block 0 and RmlC RmlD mix -8.
For CCc1ccc(S(=O)(=O)Nc2ccc(-c3nc4cccnc4s3)cc2)s1 the results were RmlC RmlD mix -21.
For CN1CCCN(C(=O)c2ccc(Cl)c(S(=O)(=O)N(C)c3ccccc3)c2)CC1 the results were RT RNaseH block 3 and RmlC RmlD mix -11.
`CN(C)CCCNC(=O)/C(=N\O)c1ccccc1` gave RmlC RmlD mix 6.
Screening CCCc1cc(=O)n2[nH]c(-c3ccc(OC)cc3)nc2n1 returned RmlC RmlD mix 4.
Screening O=C(c1ccco1)N1CCN(c2nc3ccsc3c(=O)s2)CC1 returned RT RNaseH block -5 and RmlC RmlD mix -4.
COc1cc(C(=O)N2CCN(C(=O)C3CC3)CC2)cc(OC)c1OC was read as RT RNaseH block 1 and RmlC RmlD mix -21.
CCOc1c(CNCCN2CCOCC2)cccc1OC was read as RmlC RmlD mix 6.
Cc1cccc(NC(=O)C2CCCN(S(=O)(=O)c3cccc4nsnc34)C2)c1 (stereo not given) was read as RmlC RmlD mix -1.

This is a subset. The share of hits here may be higher or lower than overall.
